RORA act – RORA (human) activation | P35398 | 65,000 tested, 1.5% active | CHO-K1 Gal4-RORA LBD luciferase reporter, luminescence; percent increase over mock-subtracted basal signal | activation, % at 10 µM;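 active = activation above the mean of all tested compounds plus 3 SD, cut at about 49% in these data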;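 note: 0% = DMSO-treated RORA cells and 100% = added signal equal to DMSO minus mock-transfected cells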
Target sequence (P35398 whole entry, looked up, the tested form may be a part): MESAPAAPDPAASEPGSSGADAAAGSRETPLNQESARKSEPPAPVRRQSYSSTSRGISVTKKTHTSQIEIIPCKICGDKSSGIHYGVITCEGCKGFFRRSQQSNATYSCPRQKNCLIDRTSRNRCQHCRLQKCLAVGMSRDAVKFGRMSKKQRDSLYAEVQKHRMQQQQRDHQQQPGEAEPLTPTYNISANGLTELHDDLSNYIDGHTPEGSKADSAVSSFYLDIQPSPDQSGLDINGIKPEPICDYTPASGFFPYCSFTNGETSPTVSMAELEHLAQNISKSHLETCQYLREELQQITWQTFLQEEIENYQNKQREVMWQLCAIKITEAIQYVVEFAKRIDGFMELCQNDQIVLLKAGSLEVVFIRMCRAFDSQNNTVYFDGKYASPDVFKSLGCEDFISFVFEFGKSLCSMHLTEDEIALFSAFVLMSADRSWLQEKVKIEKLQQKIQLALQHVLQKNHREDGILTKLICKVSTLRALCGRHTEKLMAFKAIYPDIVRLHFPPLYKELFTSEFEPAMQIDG
5-HT1A blocker – antagonists of human 5-HT1a serotonin receptor. CHO 5-HT1a Ga15 NFAT-bla reporter, antagonist mode. AID 612. 62,000 tested, 0.68% active. inhibition, % at 10 µM. P08908;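 active = inhibition above the mean of all tested compounds plus 3 SD, cut at about 43% in these data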;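 note: receptor stimulated by 5-CT agonist at 100 nM near EC80; beta-lactamase reporter measured by ratiometric fluorescence of a cleavable substrate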
tolC growth inh – blocks growth of E. coli BW25113 tolC mutant; OD615; growth inhibition, % at 10 µM (by protocol); 65,000 tested, 2.2% active; AID 573;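 active = growth inhibition at or above a cutoff equal to the mean over every tested compound plus 3 SD, cut at about 60% in these data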;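 note: growth measured after 20 h incubation at 37 °C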
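System: E. coli ΔtolC::kan strain BW25113; Buffer or medium: LB broth supplemented with 50 µg/mL kanamycin; Compound: 10 µM final, single dose; Incubation: bacterial growth with compound for 20 h at 37 °C; Signal: A615 absorbance measurement; Evaluation: growth inhibition in percent.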
HTR1E antagonist – blocks the human 5-HT1E serotonin receptor | 65,000 tested, 0.99% active | CHO 5-HT1E Ga15 NFAT-bla reporter, FRET, antagonist | P28566 | inhibition, % at 6 µM;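 active = inhibition above a set limit, the mean inhibition across every tested compound plus 3 SD, cut at about 29% in these data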;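 note: signal is the 460 over 535 nm emission ratio of beta-lactamase substrate; 0% = agonist plus DMSO wells and 100% = wells without agonist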
Target sequence (P28566 whole entry, looked up): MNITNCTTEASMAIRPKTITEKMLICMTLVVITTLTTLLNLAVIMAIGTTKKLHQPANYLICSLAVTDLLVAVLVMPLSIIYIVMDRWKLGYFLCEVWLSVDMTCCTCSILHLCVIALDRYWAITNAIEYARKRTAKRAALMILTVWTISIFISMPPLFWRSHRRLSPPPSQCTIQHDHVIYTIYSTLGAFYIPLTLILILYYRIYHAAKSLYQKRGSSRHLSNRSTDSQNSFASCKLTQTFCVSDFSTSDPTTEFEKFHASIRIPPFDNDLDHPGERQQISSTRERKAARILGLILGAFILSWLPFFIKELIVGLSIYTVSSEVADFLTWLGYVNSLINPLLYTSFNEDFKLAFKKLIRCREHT
NADH coupling – inhibitors of enzymes used to reach an NAD/NADH endpoint | IC50, µM (series often up to 10 µM), for inactives: at the highest dose inhibition | 65,000 tested, 0.02% active | coupled PK/LDH NADH assays, four targets;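 active = single-dose screening hits from any of four coupled enzyme assays that gave an IC50 when retested across doses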;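 note: the DPM-DC format reads NADH fluorescence rather than 340 nm absorbance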
MMP-13 inhibitor – blocks human MMP13 activity; 65,000 tested, 0.07% active; inhibition, % at 4 µM; MMP-13 fTHP FRET cleavage, Mca fluorescence;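 active = inhibition above the mean of compound-free control plate wells plus 3 SD, cut at about 14% in these data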;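 note: 0% = DMSO wells and 100% = wells with reference MMP-13 inhibitor after basal subtraction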
SF1 activator – activates the human nuclear receptor SF-1; 65,000 tested, 1.9% active; activation, % at 10 µM; Q13285; CHO-K1 Gal4-SF-1 LBD luciferase reporter; % increase over DMSO SF-1-specific signal;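 active = activation above the mean activation of all tested compounds plus 3 SD, cut at about 50% in these data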
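Assay system: CHO-K1 cells co-transfected with Gal4 DBD–human SF-1 LBD, 5xGal4 luciferase reporter / Input: 4,000 cells per well / Incubation: 20 h compound exposure at 37 °C after 1 h cell settling / Detection: SteadyLite luciferase luminescence / Control set: DMSO negative control and −SF1 background wells / Replication: one test per compound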
HTR1A agonist – activates the human 5-HT1a serotonin receptor. P08908. CHO 5-HT1a Ga15 NFAT-bla reporter, FRET ratio; 0% basal, 100% maximal reference agonist. activation, % at 10 µM. 65,000 tested, 0.56% active;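 active = activation above the screen-wide mean activation plus 3 SD, cut at about 19% in these data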;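 note: 0% = DMSO wells and 100% = 5-CT at EC100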
5HT1E ag – agonists of human 5-HT1E serotonin receptor. activation, % at 6 µM. 65,000 tested, 0.69% active. CHO 5-HT1E Ga15 NFAT-bla reporter, FRET; 0% DMSO wells, 100% control agonist wells;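 active = activation above a set limit, the screen-wide mean activation plus 3 SD, cut at about 8.5% in these data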;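 note: 100% = positive control agonist at 1 µM giving full maximal response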
The depositor's hits bear a star; · = no result given; [ ] = another dose, or the depositor's remark.

Structure	tolC growth inh	5-HT1A blocker	SF1 activator	RORA act	HTR1E antagonist	HTR1A agonist	MMP-13 inhibitor	NADH coupling	5HT1E ag
Cc1ccc(CSc2nc3c(c(=O)[nH]2)C(c2ccncc2)C2=C(CCCC2=O)N3)cc1 (centres undefined)	11.6	-4.5	-0.8	21.9	-1.0	1.4	-74.7[fluorescence artefact?]	5.0%[fluoresces]	-0.3
CCc1nc2ccccc2c(C(=O)OCC(=O)NCCCN2CCCC2=O)c1C	-26.6	-4.0	11.1	-5.2	8.4	0.4	-4.3	7.0%	-0.8
Cc1ccc(S(=O)(=O)c2nc(-c3ccc(F)cc3)oc2SCC(=O)NCC2CCCO2)cc1 (centres undefined)	-5.5	-16.6	-8.1	-9.3	0.9	-0.6	-0.7	1.0%	-0.3
COc1ccccc1C(=O)N1CCN(c2cccc(C(F)(F)F)c2)CC1	9.0	7.8	23.1	1.8	4.5	-1.7	0.2	4.0%	0.6
Cc1cc(NS(=O)(=O)c2ccc(NC(=O)COc3ccc(Cl)cc3)cc2)no1	19.2	-2.6	-8.6	5.1	-4.6	-2.1	4.1	3.0%	0.4
Cc1cc(OCCN2CCCCC2)nc2ccccc12	3.9	·	-6.7	-8.7	4.8	2.3	4.1	2.0%	0.1
CCOC(=O)c1ccc(NC(=O)Cn2nnc(-c3ccc(F)cc3)n2)cc1	18.4	1.4	10.5	20.5	8.5	-3.7	-8.7	6.0%	-0.9
Cc1ccc(CNC(=O)CCS(=O)(=O)c2cc(Br)cc3c2N(C(=O)C2CC2)CC3)o1	-4.3	-0.7	-6.4	8.7	2.5	-2.5	-4.9	3.0%	-0.5
COc1ccc(C)cc1-n1c(SCC(=O)Nc2cc(C)on2)nc2sc(C)c(C)c2c1=O	7.7	-3.8	20.8	-8.1	7.4	1.2	0.4	7.0%	0.2
CCC(c1nnnn1Cc1ccccc1)N(Cc1cc2cc(OC)ccc2[nH]c1=O)CC1CCCO1 (centres undefined)	-10.1	6.1	-4.9	15.0	-1.5	4.7	-8.3	7.0%	1.3
Cc1cc(C)n2nc3nc(N4CCCC4)nc(-c4ccccc4)c3c2n1	-6.0	-1.0	-12.2	-17.8	5.9	1.0	-45.6	9.0%	1.0
O=C1C(c2ccc(F)cc2)N(Cc2ccc3c(c2)OCO3)C(=O)CN1C1CCCC1 (centres undefined)	7.0	-4.0	-4.1	3.0	7.2	1.2	-5.3	4.0%	-0.6
Cc1c(NC(=O)c2cc(=O)[nH]c(=O)[nH]2)c(=O)n(-c2ccccc2)n1C	-24.3	-11.4	3.3	-4.3	-1.2	-3.0	-1.1	8.0%	0.0
COc1ccc(NC(=O)c2cc(-c3ccccc3OC)on2)cc1	-10.7	21.6	12.5	48.9*	26.2	-3.2	0.7	20.0%	-0.4
CCOC(=O)c1sc(N2C(=O)C(O)=C(C(=O)c3ccco3)C2c2ccccc2)nc1C (centres undefined)	36.1	-6.6	9.4	11.4	13.0	0.2	4.5	1.0%	0.3
CCCCN(C(=O)NC(=O)Nc1cc(C)ccc1C)S(C)(=O)=O	37.0	3.2	5.6	-12.1	-8.8	-2.6	2.0	7.0%	0.2
CN(C)c1cc(O)c(C(=S)Nc2ccccc2)c(N(C)C)c1	49.8	-3.4	17.4	-13.6	3.2	-3.7	2.9	1.0%	-0.2
COc1ccc(/C(O)=C2/C(=O)C(=O)N(CCN3CCOCC3)C2c2cccnc2)cc1OC (centres undefined)	-3.3	·	-4.5	-9.8	-0.3	3.2	5.5	5.0%	-0.4
CC1(c2ccccc2)NC(=O)N(CC(=O)NC(=O)NC2CCCC2)C1=O (centres undefined)	-6.3	-17.7	-5.2	4.4	-1.6	-0.8	-1.5	6.0%	0.5
CS(=O)(=O)NCCCc1ccccc1	-16.1	-4.4	-11.1	-5.6	-15.4	-2.0	-1.3	6.0%	-0.6
OCCOCCn1c(-c2ccccc2)nc(=S)c2c1CCCC2	-5.3	-6.0	-15.6	5.8	8.5	-1.7	-1.8	7.0%	0.8
COC(=O)c1ccc(C(c2c(N)n(Cc3ccccc3)c(=O)n(C)c2=O)N2CCOCC2)cc1 (centres undefined)	-3.0	0.2	-0.5	-7.8	8.5	-2.0	9.1	6.0%	0.6
O=C1Nc2cc(Cl)cnc2N2CCCC12 (centres undefined)	8.5	-2.2	20.0	9.2	2.3	-2.1	2.1	14.0%	1.8
CC(=O)Nc1ccc(S(=O)(=O)NCCN2CCOCC2)cc1	-13.2	-19.1	30.3	-16.0	-8.8	-0.9	1.8	0.0%	0.5
O=C(NCC(c1cccs1)N1CCOCC1)c1ccc(Cl)s1 (centres undefined)	-5.3	8.9	-26.1	-7.7	12.3	-2.0	2.0	6.0%	-0.1
CC(C)CCn1c(N2CCC(C(N)=O)CC2)nc2c1c(=O)[nH]c(=O)n2C	-22.8	7.2	2.6	15.5	-5.0	-2.8	4.0	7.0%	0.5
Cc1nn(Cc2ccc(C(=O)N3c4ccc(F)cc4CCC3C)o2)c(C)c1Br (centres undefined)	96.5*	4.9	8.1	15.2	-2.9	6.6	2.1	2.0%	0.3
COc1cc(OC)nc(NC(=O)CSc2nc3ccccc3[nH]2)n1	2.9	-2.2	-6.7	-21.8	5.5	-0.3	0.1	5.0%	-0.2
CCCCS(=O)(=O)c1sc2nc(C)cc(C)c2c1N	6.7	2.5	0.8	-4.9	4.5	-0.1	-0.7	13.0%	-0.8
COCCn1c(SCC(=O)c2[nH]c(C)c(C(C)=O)c2C)nc2ccccc21	12.8	-6.0	5.3	9.4	-12.6	-0.6	3.0	6.0%	-0.2
Cc1ccnc2c(N3C(=O)C4C5C=CC(C5)C4C3=O)cccc12 (centres undefined)	-21.1	0.5	-4.4	-17.1	0.1	-1.0	-1.8	2.0%	1.0
C(=N\n1cnnc1)/c1ccc(-c2ccccc2)cc1	-6.6	-39.0	6.0	-1.7	-8.9	-1.0	-2.9	8.0%	1.0
CCSC1=C(C#N)C(c2cccc(O)c2)CC(=O)N1 (centres undefined)	-3.5	9.2	-17.0	-9.7	-2.6	-5.3	-2.5	1.0%	0.2
Cc1noc(C)c1S(=O)(=O)N1CCC(C(=O)N2CCN(c3ccc(Cl)cc3)CC2)CC1	1.3	-1.9	6.5	-9.1	5.6	-1.1	4.1	6.0%	-0.9
COc1ccc(S(=O)(=O)N(C)CC(=O)Nc2c(F)cccc2F)cc1	-15.6	-9.9	13.6	-5.2	3.9	-0.1	3.3	4.0%	0.3
Cc1cc(=O)n(CCC(=O)O)c2ccccc12	-0.7	·	-0.2	7.6	-3.0	0.5	1.4	4.0%	-0.1
N#Cc1nc(Cc2cccc3ccccc23)oc1NCCCn1ccnc1	60.9*	-9.0	-1.0	-2.2	-2.6	5.2	2.0	1.0%	0.3
Cc1cc(NC(=O)COc2ccc(Cl)cc2Cl)n(CCC#N)n1	1.3	-1.6	28.2	25.9	1.1	-5.9	-0.7	6.0%	-1.2
CC1=C(C(=O)N2CCN(C(=O)c3ccco3)CC2)C2(CCC(C)CC2)OC1=O (centres undefined)	-8.7	2.9	-3.0	12.3	5.1	-2.3	1.4	3.0%	0.1
O=C1CCC(=O)N1OCCCCOc1ccccc1	-13.1	-1.9	-1.5	-21.4	-3.1	-0.5	-7.7	4.0%	-0.4
Cc1ccsc1C1NC(=O)c2c(sc3c2CCCC3)N1 (centres undefined)	29.0	·	22.2	9.9	-1.1	-5.0	5.4	5.0%	-0.3
CC1(C)NC(=O)N(CCOc2ccc3c(c2)CCC3)C1=O	-13.6	0.5	-3.8	0.1	1.3	-1.7	2.0	7.0%	0.8
CCOC(=O)c1ccc(S(=O)(=O)n2c(CN3CCCCC3)nc3ccccc32)cc1	49.1	10.8	6.6	-5.4	-9.0	2.3	-1.6	2.0%	0.5
COc1ccc(-n2nnnc2SCC(=O)c2cccc(OC)c2)cc1	-7.6	-4.2	13.7	43.6	0.4	-0.2	-1.6	9.0%	0.5
O=C(COC(=O)C1CCN(C(=O)c2ccc(Cl)cc2)CC1)c1ccco1	-23.6	4.5	-5.5	-12.1	-1.9	0.1	-7.1	8.0%	0.4
CCOC(=O)N1CCN(S(=O)(=O)c2cc(OCC(N)=O)c(C)cc2Cl)CC1	14.6	8.4	13.0	-4.7	5.8	-1.1	5.2	2.0%	-0.7
O=C(CSc1nc(Nc2ccccc2)nc(N2CCOCC2)n1)N1CCc2ccccc21	28.9	-7.8	-0.1	19.2	-4.7	-0.7	-3.1	5.0%	-0.4
CCn1cc(C(=O)Nc2ccc(-n3cnnn3)c(OC)c2)c(=O)c2ccc(C)nc21	-9.1	-9.2	2.6	11.1	-2.4	-2.0	4.4	5.0%	-0.6
CC1=CC2(C#N)C3(N=C(N)C2(C#N)C(c2ccccc2)N1)OCCO3 (centres undefined)	-17.2	3.4	-13.1	5.6	-6.9	-2.4	-4.3	8.0%	0.1
Brc1cc2c(cc1COc1ccc(-c3nn[nH]n3)cc1)OCO2	49.3	-10.0	14.9	-7.2	-16.5	-0.1	0.3	7.0%	1.0
Cn1cnc2c1c(=O)n(Cc1ccc(F)cc1Cl)c(=O)n2C	-3.6	-5.9	1.1	-3.7	1.1	-0.6	1.9	4.0%	0.0
COC(=O)c1ccc(C2/C(=C(\O)c3cccc(OC)c3)C(=O)C(=O)N2CCCN2CCOCC2)cc1 (centres undefined)	8.4	·	4.2	-20.1	-1.3	-0.1	3.0	7.0%	-0.5

Given with values under each structure: part of the list above.
Every second line gives: tolC growth inh, 5-HT1A blocker, SF1 activator, RORA act, HTR1E antagonist, HTR1A agonist, MMP-13 inhibitor, NADH coupling, 5HT1E ag
Cc1cc(NC(=O)COc2ccc(Cl)cc2Cl)n(CCC#N)n1
→ 1.3, -1.6, 28.2, 25.9, 1.1, -5.9, -0.7, 6.0%, -1.2
Cc1cc(=O)n(CCC(=O)O)c2ccccc12
→ -0.7, ·, -0.2, 7.6, -3.0, 0.5, 1.4, 4.0%, -0.1
